Assay outcomes deposited in PubChem BioAssay by several laboratories.
MOR-DOR ag = agonists of OPRM1-OPRD1 heterodimerization, primary screen, cell-based, luminescence; cells; 340,000 tested, 0.3% active; activation, % at 9.3 µM; Mu-type opioid receptor (Homo sapiens) + Delta-type opioid receptor (Homo sapiens), …; in the data active = activation above about 18%;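 also: 0% = vehicle-treated cells and 100% = reference agonist; values of inactives mirror those of a sister screen read the other way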
OPRM1-OPRD1 inv = inverse agonists of MOR-DOR heterodimerization, primary screen, cell-based, luminescence. Mu-type opioid receptor (Homo sapiens) + Delta-type opioid receptor (Homo sapiens), …. cell-based MOR-DOR heterodimer luminescence, inverse agonism. inhibition, % at 9.3 µM. 340,000 tested, 0.21% active. AID 504357, 2011; in the data active = inhibition above about 22%, passing the limit was not always enough;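 also: 0% = cells with DMSO and 100% = wells without cells with DMSO; values of inactives mirror those of a sister screen read the other way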
HTR5A ag = HTR5A agonists in luminescence cell assay, primary screen, counter-screen for OPRM1-OPRD1 heterodimer agonist project, full-deck HTS. cell-based. 340,000 tested, 0.61% active. 5-hydroxytryptamine receptor 5A (Homo sapiens), P47898. activation, % at 9.3 µM; in the data active = activation mostly above about 9.5%, no sharp cut-off; inactive = mostly below about 7.6%;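 also: 0% = cells with vehicle only and 100% = reference agonist; strong numbers were not always called active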
Target sequence (P47898 whole entry, looked up): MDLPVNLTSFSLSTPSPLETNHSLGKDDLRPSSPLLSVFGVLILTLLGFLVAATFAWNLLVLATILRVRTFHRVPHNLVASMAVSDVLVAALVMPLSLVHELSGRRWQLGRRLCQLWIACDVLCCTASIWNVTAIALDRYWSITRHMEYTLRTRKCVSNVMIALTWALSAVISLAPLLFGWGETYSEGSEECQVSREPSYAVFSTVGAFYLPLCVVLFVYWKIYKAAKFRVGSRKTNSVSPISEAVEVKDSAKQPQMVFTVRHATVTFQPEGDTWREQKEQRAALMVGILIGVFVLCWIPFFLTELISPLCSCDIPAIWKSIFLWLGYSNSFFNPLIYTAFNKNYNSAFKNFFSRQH
PKA-R1A act = activators of PKA-R1A holoenzyme, primary screen, biochemical, fluorescence polarization, Cy5-IP20, bovine R1A, mouse PKAc | cAMP-dependent protein kinase type I-alpha regulatory subunit (Bos taurus) + … | PKA-R1A dissociation; scaled: DMSO 0%, 113 µM cGMP 100% | activation, % at 11.4 µM | 340,000 tested, 0.083% active;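 active = percent activation above the mean of all tested compounds plus 3 SD, cut at about 19% in these data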;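 also: higher means more PKAc released from R1A so a rise in polarization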
DSG3 Ab inh = inhibitors of pemphigus antibody binding to DSG3, primary screen, biochemical, bead-based, flow cytometry, scFv-GFP; DSG3-coupled beads, scFv-anti-DSG3-GFP binding; active compounds read low; binding (percent of control), % at 10 µM; 310,000 tested, 0.48% active; AID 588358, 2011;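 active = binding more than 3 SD below its plate's average and above zero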;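 also: hits lower antibody fragment binding to DSG3; some compounds called inactive have numbers as strong as hits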
PKA-R2B act = activators of PKA-R2B holoenzyme, primary screen, biochemical, fluorescence polarization, Cy5-IP20, human; 340,000 tested, 0.079% active; cAMP-dependent protein kinase catalytic subunit beta (Homo sapiens) + cAMP-dependent …; AID 504700, 2011; activation, % at 11.4 µM; PKA-R2B holoenzyme dissociation; R2B truncated from residue 108, S112A mutant; 0% DMSO only, 100% 113 µM cGMP;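 active = activation above a cutoff set at the mean over all compounds plus 3 SD, cut at about 18% in these data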;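 also: higher means more holoenzyme dissociation and a rise in polarization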
Target sequence (P31323 whole entry, looked up, other chains not shown, the tested form may be a part): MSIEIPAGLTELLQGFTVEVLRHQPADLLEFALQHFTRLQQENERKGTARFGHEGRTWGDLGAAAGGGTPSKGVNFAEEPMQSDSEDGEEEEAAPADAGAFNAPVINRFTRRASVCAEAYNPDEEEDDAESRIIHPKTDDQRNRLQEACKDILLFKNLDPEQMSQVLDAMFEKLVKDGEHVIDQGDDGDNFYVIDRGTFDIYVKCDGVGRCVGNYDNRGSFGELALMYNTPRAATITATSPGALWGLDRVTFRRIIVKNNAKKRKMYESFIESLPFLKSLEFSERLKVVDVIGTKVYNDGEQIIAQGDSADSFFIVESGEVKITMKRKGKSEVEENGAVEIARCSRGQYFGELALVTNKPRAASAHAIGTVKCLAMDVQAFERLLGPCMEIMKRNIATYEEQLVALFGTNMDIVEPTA
HTR5A inv ctr = HTR5A inverse agonists in luminescence cell assay, primary screen, counter-screen for OPRM1-OPRD1 heterodimer inverse agonist project, full-deck HTS. HTR5A cell line, inverse agonism. 5-hydroxytryptamine receptor 5A (Homo sapiens), P47898. 340,000 tested, 0.083% active. inhibition, % at 9.3 µM. AID 504634, 2011; in the data active = inhibition mostly above about 23%, no sharp cut-off; inactive = mostly below about 18%;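 also: 0% = cells with DMSO and 100% = no-cell wells with DMSO; some compounds called inactive have numbers as strong as hits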
Arrestin-AP2 inh = inhibitors of beta-arrestin/AP2 binding, primary screen, biochemical, GPCR trafficking, flow cytometry; FITC-arrestin peptide / GST-AP2 beads; AP2 beta2 appendage carries R879A mutation; inhibition, % at 10 µM; 340,000 tested, 0.31% active; AID 504490, 2011;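 active = inhibition above a set limit, near 3 SD of compounds lacking own fluorescence, cut at about 54% in these data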;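 also: plate controls were DMSO wells for no effect and 5 µM unlabelled arrestin peptide for full effect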
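Assay system: GST-AP2 R879A bound to glutathione beads, E. coli-expressed; Medium: PBS with 0.05% Tween 20 and 0.1% BSA; Also added: fluorescein-tagged arrestin peptide at 50 nM final; Timing: 12 min plus 1 h, RT; Measured by: flow cytometry, FL1 (488/535 nm); Evaluation: percent drop in bead-associated FITC signal.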
DAGLB inhibitor = DAGLB lipase inhibitors, primary screen, biochemical, fluorescence, HTS. Diacylglycerol lipase-beta (Homo sapiens), Q8NCG7. HEK293T DAGLB membrane lysate, EnzChek fluorogenic substrate. inhibition, % at 5.17 µM. 340,000 tested, 0.059% active. AID 504411, 2011; in the data active = inhibition above about 34%;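 also: 0% = enzyme with vehicle and 100% = wells lacking enzyme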
V-ATPase pHluor = regulators of yeast V-ATPase proton pumping, primary screen, pHLuorin cytosolic pH fluorescence. S. cerevisiae. response, % at 10 µM. 350,000 tested, 0.37% active. AID 504577, 2011; in the data active = response mostly above about 7.3%, no sharp cut-off; inactive = mostly below about 5.4%; also: actives read high; inactives centre near 0; some compounds called inactive have numbers as strong as hits; reference of the scale not given here
Starred values were filed as active, the others as inactive; · = no result given.

mol	MOR-DOR ag	OPRM1-OPRD1 inv	HTR5A ag	PKA-R1A act	DSG3 Ab inh	PKA-R2B act	HTR5A inv ctr	Arrestin-AP2 inh	DAGLB inhibitor	V-ATPase pHluor
O=C(O)CC1(C(=O)O)CC2C=CC1C2 (stereo not drawn)	·	·	·	4	102	-3	·	·	-3	2
CCOc1ccc(CN2CCN(Cc3cnn(CC)c3C)CC2CCO)cc1 (stereo not drawn)	1.4	-7	-2	-3	98	8	5	24	-1	-4
COc1cc(CC2C(=O)OCC2C(=O)c2ccc3c(c2)OCO3)cc(OC)c1OC (stereo not drawn)	-3.8	18	1	-14	·	-15	-6	7	1	1
CCn1c(=O)c(-c2ccccc2)c(O)c2ccccc21	1.1	-6	-2	9	102	-5	-7	6	-1	-2
O=C(NCC(=O)N1CCN(c2ccccc2)CC1)c1ccco1	-2.6	8	0	-1	112	-3	-5	-6	0	-1
O=C(O)c1ccccc1/C=N/Nc1ccc(S(=O)(=O)N2CCCC2)cc1[N+](=O)[O-]	-0.6	3	-1	-9	98	3	2	-10	8	-4
CC(=O)c1cccc(CN2CCCC(C(=O)Nc3ccc(-c4ccco4)cc3)C2)c1 (stereo not drawn)	-1.7	6	0	1	103	0	11	5	2	-3
O=S(=O)(Nc1nc2ccccc2nc1N1CCN(c2ccccn2)CC1)c1ccc(Cl)cc1	-0.5	3	1	10	120	-1	-8	3	12	-2
O=C(COC(=O)c1cc(Cl)cc(Cl)c1)NCCN1C(=O)CSC1=O	-2.2	11	11	-7	109	0	-39	-11	0	4
CCCCn1c(N2CCC(Cc3ccccc3)CC2)nc2c1c(=O)[nH]c(=O)n2C	8.5	-42	11	-2	104	1	-23	6	4	-1
CCN(CC)C(=O)c1ccccc1NS(=O)(=O)c1cccs1	-2.5	14	2	4	114	2	-9	41	-1	-5
O=C1CC(c2ccco2)Cc2nc(Nc3nc(-c4ccccc4)c4ccccc4n3)ncc21 (stereo not drawn)	-1.9	10	-2	0	81	5	4	1	4	2
Cc1cccc(Nc2nc3ccccc3n3nnnc23)c1	4.2	-30	-3	-15	93	-11	9	8	-1	-1
CC(C)C(NS(=O)(=O)c1cccs1)C(=O)N1CCc2ccccc2C1 (stereo not drawn)	-3.8	16	-3	-3	·	-8	7	11	-2	1
O=C(c1c(F)cccc1F)N1CCN(c2ncc(Br)cn2)CC1	0.2	-1	0	1	105	-8	0	7	-8	-5
Cn1ccnc1SCC(=O)c1cccc(C(F)(F)F)c1	-1.9	12	-2	-8	92	-1	9	18	-4	1
O=C(Nc1ccc2c(c1)OCO2)c1ccc(Br)o1	-1.0	6	-1	2	101	-2	-18	-2	2	-3
CN(C(=O)c1cnccn1)c1nnc(-c2cnccn2)s1	-1.1	6	4	-16	97	0	-13	2	-2	-1
CCOC(=O)c1[nH]c(C(=O)O)c(OC(=O)CC)c1C	-2.0	9	-1	3	79	-1	2	-5	-3	1
Cn1nnnc1Sc1ncnc2scc(-c3cccs3)c12	-3.4	19	-4	-3	105	3	-12	23	1	-2
O=S(NC1CCCCC1)C12CC3CC(CC(C3)C1)C2 (stereo not drawn)	2.7	-15	-4	-6	100	-3	-29	-7	0	4
CCO[C@H]1OC(C(=O)NCc2nc3ccccc3[nH]2)=C[C@@H](c2ccc(C(F)(F)F)cc2)[C@@H]1CCCO	4.8	-27	3	1	103	-24	10	1	-4	2
CCOC(=O)C(Cc1ccccc1)NC(=O)CCc1c(C)nc2ncnn2c1C (stereo not drawn)	-2.2	11	-2	-3	·	-2	5	2	-1	5
COc1ccc(CCNC(=O)c2nnn(CC(=O)Nc3c(C)cc(C)cc3C)c2N)cc1OC	-1.9	10	-3	-15	·	1	10	-1	-1	1
CCCOC(=O)c1ccc(NC(=O)c2c(Cl)ccc(Cl)c2OC)cc1	4.4	-23	1	-3	102	-14	15	4	-15	2
CCOc1cc(C(=O)OCC(=O)c2cc(C)n(CC3CCCO3)c2C)ccc1OCC(=O)N1CCOCC1 (stereo not drawn)	-0.7	4	-4	-2	114	6	12	46	-1	-2
CCOC(=O)C1=C(COC(=O)COc2ccc(C#N)cc2)NC(=O)NC1C (stereo not drawn)	-2.5	13	3	4	·	-3	-16	5	-1	4
COc1ccc2c(C(=O)CN(C)C3CCCCC3)c[nH]c2c1	3.6	-20	7	-12	76	7	-18	1	-1	-6
O=C(O)c1ccc(NC(=S)NC(NC(=O)c2ccco2)C(Cl)(Cl)Cl)cc1 (stereo not drawn)	-4.1	19	1	-10	100	-3	15	-4	2	0
CCN(CC)C(=O)CSc1nnc(CNc2ccc(F)cc2)n1-c1ccccc1	-4.2	19	-1	-5	122	4	8	24	1	-2
O=c1[nH]cnc2c1sc1nc3c(c(-c4ccc(Cl)cc4)c12)CCC3	-2.0	8	7	7	105	-15	9	3	1	-5
Cc1ccc(C(=O)NCC(=O)OCc2c(F)cccc2Cl)s1	-4.7	18	3	-6	105	-2	-7	-6	-3	1
O=C(Nc1nc2ccccc2s1)c1cc2c(s1)-c1ccccc1OC2	1.4	-7	3	-5	111	8	-8	-4	-3	2
O=C(OC(C(=O)NC1CCCC1)c1cccnc1)C1=Cc2ccccc2OC1 (stereo not drawn)	-2.1	12	2	3	·	0	-11	28	-2	-4
COc1ccc(-c2nnn(CC(=O)N(CCN3CCOCC3)C(C(=O)NC3CCCC3)c3ccco3)n2)cc1 (stereo not drawn)	-2.6	14	1	-10	104	0	-32	-14	0	-3
CCCCCCCCc1nc(SCC(C)=O)n[nH]1	0.6	-3	-1	-5	·	-7	-1	-7	-1	4

Whole records as entered above.
`CCO[C@H]1OC(C(=O)NCc2nc3ccccc3[nH]2)=C[C@@H](c2ccc(C(F)(F)F)cc2)[C@@H]1CCCO` is entered as MOR-DOR ag = 4.8; OPRM1-OPRD1 inv = -27; HTR5A ag = 3; PKA-R1A act = 1; DSG3 Ab inh = 103; PKA-R2B act = -24; HTR5A inv ctr = 10; Arrestin-AP2 inh = 1; DAGLB inhibitor = -4; V-ATPase pHluor = 2
`O=C(O)CC1(C(=O)O)CC2C=CC1C2` (stereo not drawn) is entered as MOR-DOR ag = ·; OPRM1-OPRD1 inv = ·; HTR5A ag = ·; PKA-R1A act = 4; DSG3 Ab inh = 102; PKA-R2B act = -3; HTR5A inv ctr = ·; Arrestin-AP2 inh = ·; DAGLB inhibitor = -3; V-ATPase pHluor = 2

Continued.
mol	MOR-DOR ag	OPRM1-OPRD1 inv	HTR5A ag	PKA-R1A act	DSG3 Ab inh	PKA-R2B act	HTR5A inv ctr	Arrestin-AP2 inh	DAGLB inhibitor	V-ATPase pHluor
CC(=O)N1CCc2cc(Br)cc(S(=O)(=O)N3CCCCCC3)c21	-1.7	9	4	3	104	-5	-28	-3	1	-1
Cc1ccc(C)c(NC(=O)C(Sc2nc3ccccc3c(=O)n2CC(C)C)c2ccccc2)c1 (stereo not drawn)	4.0	-24	0	-4	93	1	0	4	-4	-1
CCN(CC)C(=O)CN(c1ccc2c(c1)OCO2)S(C)(=O)=O	-0.9	5	1	4	86	-13	-11	-11	0	-1
CN1N=C(/C=C/c2ccccc2)CCC1=O	-1.4	8	1	-9	98	5	-3	-12	1	0
CN1/C(=C/C=C(C#N)C#N)C=Cc2ccccc21	0.3	-1	2	5	82	8	17	-8	3	-2
CCOC(=O)/C=C1\SCC(=O)N1CC(=O)NC1CCCCC1	-1.2	7	-2	-9	109	-11	6	10	-2	-3
O=C(NCC1CC1)Nc1cccc(C(F)(F)F)c1	-1.8	8	-2	-3	100	-1	8	-6	-2	-3
COCCCN(CC(=O)Nc1ccc(N2CCOCC2)cc1)S(=O)(=O)c1ccc(C)cc1	-2.8	13	-1	-7	72	-2	-17	-5	-1	-2
CCOc1ccc(C(=O)COC(=O)c2cc([N+](=O)[O-])ccc2N2CCOCC2)cc1	-2.2	11	-8	-2	108	-7	23	3	-4	-1
CC(C)c1ccc(S(=O)(=O)N2CCN(C(=O)CN3C(=O)c4ccccc4C3=O)CC2)cc1	-1.8	9	2	1	94	-8	-8	-2	-1	1
C=CC[n+]1c(-c2ccc(Cl)cc2Cl)csc1Nc1c(C)n(C)n(-c2ccccc2)c1=O	-6.5	31	-7	-2	95	-5	36*	8	0	-2
CCCC1CCC(=NNC(=O)CNc2ccc(OC)cc2)CC1 (stereo not drawn)	-4.4	23	-11	-16	102	-6	27	2	-1	-2
Cc1ccc(-c2[nH]c3ccccc3c2SCCNC(=O)c2cc3ccccc3oc2=O)cc1	2.7	-15	6	-8	84	5	-12	1	1	-1
Cc1cc(C(=O)NCC(C)(C)N2CCOCC2)c(C)o1	-0.5	3	-4	2	95	-3	-11	-1	0	3
COCc1nnc(NC(=O)c2ccc(OC)cc2OC)s1	1.9	-14	-3	-4	105	-7	8	-1	1	5
